Assay outcomes (PubChem BioAssay)
FLuc modulator: inhibits or activates purified firefly luciferase, miR-21 counter-screen; Potency, µM (series often up to 57.5 µM), for inactives: at the highest dose activity change, negative = inhibition, most hits filed as inhibitors; AID 588342; purified FLuc, Km substrates, luminescence inhibition; 360,000 tested, 6.9% active; P08659;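 note: plate controls were vehicle for no effect and reference inhibitor for full effect; nearly all actives have a fitted effect of over 55% in size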
Target sequence (P08659 whole entry, looked up): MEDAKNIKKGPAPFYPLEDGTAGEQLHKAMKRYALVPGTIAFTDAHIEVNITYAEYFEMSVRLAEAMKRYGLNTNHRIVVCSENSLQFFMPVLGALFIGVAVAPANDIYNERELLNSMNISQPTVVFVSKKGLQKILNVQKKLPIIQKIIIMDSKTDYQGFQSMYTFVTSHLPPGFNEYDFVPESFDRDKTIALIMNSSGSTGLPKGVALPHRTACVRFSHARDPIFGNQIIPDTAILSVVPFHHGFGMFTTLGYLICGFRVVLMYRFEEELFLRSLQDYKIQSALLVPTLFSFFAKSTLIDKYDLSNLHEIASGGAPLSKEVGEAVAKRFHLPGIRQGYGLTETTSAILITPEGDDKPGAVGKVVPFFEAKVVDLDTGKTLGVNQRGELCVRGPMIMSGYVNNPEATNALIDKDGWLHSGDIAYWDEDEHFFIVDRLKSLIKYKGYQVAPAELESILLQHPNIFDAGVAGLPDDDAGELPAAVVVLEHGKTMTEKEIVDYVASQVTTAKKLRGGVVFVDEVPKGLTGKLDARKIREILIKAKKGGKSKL
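Purified P. pyralis luciferase (10nM final) with 10uM D-luciferin and 10uM ATP (Km levels) in 50mM Tris acetate pH 7.5, 10mM Mg acetate, 0.01% Tween-20, 0.05% BSA; qHTS 6-point titration, ~60 µM downward; luminescence read.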
BRCA1 expr act: activators of BRCA1 expression; 380,000 tested, 1.1% active; MCF7-BRCA1-FFLuc reporter, luminescence, 48 h; response scale: scaled: vehicle 0%, 10 µM genistein 100%; Potency, µM (top dose mostly 46.1 µM), for inactives: at the top dose activation, hits mostly activators; note: nearly all actives have a fitted effect of over 80% in size; some results filed as inactive show a strong effect at the top dose
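MCF7-BRCA1-FFLuc, 2000 cells/well; 2 h attach, 37 °C/5% CO2; compound 48 h; luciferase substrate 15 min; luminescence end-point. Norm. to genistein 10 microM max activation and DMSO; concentration-response curves fitted.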
The depositor's hits bear a star. Calls come from the whole dose curve; as a rule, active = well fitted curve in the direction sought with a large enough effect; inconclusive = small, poorly fitted or top-dose-only effect, or another doubt; inactive = no such curve, though single readings can be large; an effect the other way counts as inactive or inconclusive. Potency is the fitted concentration of half-maximal effect. These rows are one share of the data, so the mix of outcomes need not match the whole.

COc1ccc(-n2c(SCC(=O)NCc3ccccc3)nc3c([nH]c4ccccc43)c2=O)cc1 was read as FLuc modulator -1% and BRCA1 expr act -26%.
`CC(C)CN(CC(C)C)S(=O)(=O)c1ccc(C(=O)Nc2sc3c(c2C(N)=O)CC(C)(C)NC3(C)C)cc1` gave FLuc modulator 0% and BRCA1 expr act -23%.
`COc1ccc(CNc2nc3c(-c4cccc(F)c4)nnn3c3ccccc23)cc1` gave FLuc modulator -19% and BRCA1 expr act 7%.
COCCNc1ccc(-c2nc(-c3ccccn3)no2)cc1[N+](=O)[O-] was read as FLuc modulator inconclusive and BRCA1 expr act 136%.
For CCN(CC)CCCNC(=O)c1ccc2c(c1)N(Cc1c(F)cccc1Cl)C(=O)c1ccccc1S2 the results were FLuc modulator -5% and BRCA1 expr act -25%.
For CCN(C(=O)COc1cc(=O)n(C)c2ccccc12)c1cccc(C(F)(F)F)c1 the results were FLuc modulator 7% and BRCA1 expr act -2%.
`CCOc1ccc(NC(=O)NCCN2CCN(c3cc(Cl)ccc3C)CC2)cc1` gave FLuc modulator inconclusive and BRCA1 expr act -1%.
`CCCN(CCC)CC(O)Cn1cc(/C=C/C(=O)c2ccc(OCC)cc2)c2ccccc21` (centres undefined) gave FLuc modulator -18% and BRCA1 expr act -69%.
Screening CCOC(=O)N1CCN(C(=O)CN(c2cccc(Cl)c2C)S(=O)(=O)c2ccc(C)cc2)CC1 returned FLuc modulator -10% and BRCA1 expr act 11%.
`CCN1CCOC(=O)C1CC(=O)Nc1ccccc1C(F)(F)F` (centres undefined) gave FLuc modulator -1% and BRCA1 expr act 12%.
`CCOC(=O)c1ccc2ncc3c(-c4ccccc4)nn(-c4ccc(F)c(Cl)c4)c3c2c1` gave FLuc modulator 1% and BRCA1 expr act -11%.
`O=C(COc1ccccc1Cl)Nc1cc(-c2ccccc2F)nn1-c1ccccc1` gave FLuc modulator -1% and BRCA1 expr act 2%.
CCN(CC)C(=O)Cn1c(=O)n(Cc2ccc(C(=O)NCCCOC)cc2)c(=O)c2ccccc21 was read as FLuc modulator -5% and BRCA1 expr act 0%.
Screening COc1ccc(S(=O)(=O)NCc2cccn2Cc2cccc(C)c2)cc1Cl returned FLuc modulator -9% and BRCA1 expr act 9%.
Screening COc1ccc(CNC(=O)CCS(=O)(=O)c2cc3c4c(c2)CCN4C(=O)CC3)cc1 returned FLuc modulator 2% and BRCA1 expr act -5%.
For Cc1nc(-c2cccnc2)sc1CCNS(=O)(=O)c1ccc(F)cc1 the results were FLuc modulator 1% and BRCA1 expr act 16%.
COc1ccc(N2C(=O)CSC23C(=O)N(CC(=O)NCc2ccccc2)c2ccccc23)cc1 (centres undefined) was read as FLuc modulator -1% and BRCA1 expr act -16%.
COC(=O)c1ccc(NS(=O)(=O)c2ccc3c(c2)n(C)c(=O)c(=O)n3C)cc1 was read as FLuc modulator -5% and BRCA1 expr act -2%.
`CCOC(=O)c1c(C)[nH]c(C)c1S(=O)(=O)N(C)CC(=O)N1CCN(c2ccccc2)CC1` gave FLuc modulator -1% and BRCA1 expr act 3%.
For CCCSc1nnc2n(-c3ccc(OC)cc3)c(=O)c3c4c(sc3n12)COC(C(C)C)C4 (centres undefined) the results were FLuc modulator -1% and BRCA1 expr act 1%.
Screening Cc1ccc(C(=O)Oc2c(S(=O)(=O)c3ccccc3)c(C)nn2-c2ccccc2)cc1 returned FLuc modulator inconclusive and BRCA1 expr act 5%.
Cc1ccc(N2CCN(C(=O)C3CCN(S(=O)(=O)c4ccc5c(c4)oc(=O)n5C)CC3)CC2C)cc1 (centres undefined) was read as FLuc modulator -5% and BRCA1 expr act 2%.
For CCOc1ccc(CCNC(=O)Cn2nnc(-c3ccccc3)n2)cc1OCC the results were FLuc modulator 5% and BRCA1 expr act 6%.
Screening CSc1cccc(NC(=O)CN2C(=O)CCc3cc(S(=O)(=O)N4CCCCC4)ccc32)c1 returned FLuc modulator -5% and BRCA1 expr act -12%.
For Cc1ccc(Cl)cc1NC(=O)CSc1nc(C)c(C)c(C)c1C#N the results were FLuc modulator -1% and BRCA1 expr act 8%.
For CCOc1ccccc1NC(=O)CSc1nc2ccccc2nc1Cc1ccc(C)cc1 the results were FLuc modulator -10% and BRCA1 expr act -12%.
O=c1ccc2cc(S(=O)(=O)NCc3ccc(Br)cc3)ccc2[nH]1 was read as FLuc modulator -3% and BRCA1 expr act 10%.
Screening CCS(=O)(=O)N1CCc2cc(C(=O)Nc3ccc(C)c(Cl)c3)ccc21 returned FLuc modulator 5% and BRCA1 expr act 0%.
For CCOC(=O)c1cnc2cc(Cl)c(OC)cc2c1Nc1ccc(Br)cc1C the results were FLuc modulator -5% and BRCA1 expr act -11%.
Cc1ccc(OCc2cc(=O)n3c4c(sc3n2)CCCC4)cc1C was read as FLuc modulator inconclusive and BRCA1 expr act inconclusive.
Screening CCOC(=O)c1noc2ncnc(Nc3cccc(C(F)(F)F)c3)c12 returned FLuc modulator -3% and BRCA1 expr act 3%.
For Cc1nn(-c2ccc(F)cc2)c(-n2cccc2)c1C(=O)N1CCN(c2ccccc2F)CC1 the results were FLuc modulator -10% and BRCA1 expr act 9%.
Screening CCCOC1(C(F)(F)F)NC(=O)N(c2cccc(Cl)c2)C1=O (centres undefined) returned FLuc modulator -2% and BRCA1 expr act -2%.
For Cc1cc(C)c(NC(=O)CN(C)S(=O)(=O)c2ccc3c(c2)c(=O)n(C)c(=O)n3C)c(C)c1 the results were FLuc modulator 0% and BRCA1 expr act 0%.
Screening O=C(c1ccc2c(c1)N(Cc1ccccc1F)C(=O)c1ccccc1S2(=O)=O)N1CCN(c2ccccn2)CC1 returned FLuc modulator 1% and BRCA1 expr act 0%.
CCN(CC)CCNC(=O)c1ccc2nc(CCc3ccccc3)oc2c1 was read as FLuc modulator -3% and BRCA1 expr act 49%.
Screening O=C(Nc1cccc(Cl)c1)C1CCN(c2nc3ccccc3nc2C(F)(F)F)CC1 returned FLuc modulator -11% and BRCA1 expr act 0%.
Cc1ccc(-c2nc3cc(C(C)C)ccc3o2)cc1NC(=O)c1cccs1 was read as FLuc modulator 1.9µM* and BRCA1 expr act 28%.
For Cc1ccc(CNc2ccc(-c3nc(-c4ccccn4)no3)cc2[N+](=O)[O-])cc1 the results were FLuc modulator -17% and BRCA1 expr act 53%.
For CC1CCN(c2nc3ccc(C(=O)NCc4ccccc4Cl)cc3s2)CC1 the results were FLuc modulator 6.7µM* and BRCA1 expr act 52%.
`COc1ccc(-n2c(SCc3nc(-c4ccc(C)cc4)no3)nnc2-c2ccccc2)cc1` gave FLuc modulator -12% and BRCA1 expr act -7%.
COCCCNC(=O)Cn1c(=O)n(-c2ccc(C)c(C)c2)c(=O)c2c3c(sc21)CCCCC3 was read as FLuc modulator 0% and BRCA1 expr act 5%.
`CCCOC(=O)c1ccc(NC(=O)C2CC(=O)N(c3ccc(C)cc3)C2)cc1` (centres undefined) gave FLuc modulator -3% and BRCA1 expr act 8%.
`COc1ccc(NC(=O)CCS(=O)(=O)c2cc3c(cc2C)NC(=O)CO3)cc1Cl` gave FLuc modulator 3% and BRCA1 expr act 26%.
Screening COc1ccc(S(=O)(=O)N(CC(=O)NCCSCc2ccccc2)c2ccc(C)cc2)cc1 returned FLuc modulator -11% and BRCA1 expr act -7%.
`CCc1ccc(C2N=C(N)Nc3nc4ccccc4n32)cc1` (centres undefined) gave FLuc modulator -2% and BRCA1 expr act -10%.
COC(=O)c1ccccc1NC(=O)Cn1c(=O)cc(C)c2c(C)nn(C)c21 was read as FLuc modulator -4% and BRCA1 expr act 12%.
`O=C(CCNS(=O)(=O)c1ccc2c(c1)CCCC(=O)N2)NCc1ccc(Cl)cc1` gave FLuc modulator 3% and BRCA1 expr act -6%.

Brought forward from above: 5 compounds; new compounds follow.
`COc1ccc(NC(=O)CCS(=O)(=O)c2cc3c(cc2C)NC(=O)CO3)cc1Cl` gave FLuc modulator 3% and BRCA1 expr act 26%.
Screening COc1ccc(S(=O)(=O)N(CC(=O)NCCSCc2ccccc2)c2ccc(C)cc2)cc1 returned FLuc modulator -11% and BRCA1 expr act -7%.
`CCc1ccc(C2N=C(N)Nc3nc4ccccc4n32)cc1` (centres undefined) gave FLuc modulator -2% and BRCA1 expr act -10%.
COC(=O)c1ccccc1NC(=O)Cn1c(=O)cc(C)c2c(C)nn(C)c21 was read as FLuc modulator -4% and BRCA1 expr act 12%.
`O=C(CCNS(=O)(=O)c1ccc2c(c1)CCCC(=O)N2)NCc1ccc(Cl)cc1` gave FLuc modulator 3% and BRCA1 expr act -6%.
Screening COc1ccc(CCNC(=O)c2cc(-c3ccccc3)nc3ccccc23)cc1OC returned FLuc modulator inconclusive and BRCA1 expr act -25%.
Screening Cn1c(=O)c2c(nc3n(-c4ccc(O)cc4)c(-c4ccc(Br)cc4)cn23)n(C)c1=O returned FLuc modulator 2% and BRCA1 expr act 17%.
For O=C(CCS(=O)(=O)c1cccc2nonc12)Nc1ccc(F)cc1F the results were FLuc modulator -1% and BRCA1 expr act 13%.
`O=C(NC1(C(F)(F)F)N=C(c2ccccc2)N(C2CCCCC2)C1=O)c1ccc(F)cc1` (centres undefined) gave FLuc modulator -2% and BRCA1 expr act -3%.
Screening COc1ccc(OC)c(NC(=O)CSc2ccnc(=O)[nH]2)c1 returned FLuc modulator 7% and BRCA1 expr act 0%.
`CCn1cc2nc(SCc3cccc(C(F)(F)F)c3)n(Cc3ccc(Cl)cc3)c(=O)c2n1` gave FLuc modulator 2% and BRCA1 expr act 0%.
O=C(CSc1nc2ccccc2n1Cc1ccccc1Cl)NCc1ccccc1 was read as FLuc modulator 1% and BRCA1 expr act -10%.
Screening CCN(CC)c1ccc(NC(=O)CSc2nnc(C)c(=O)[nH]2)cc1 returned FLuc modulator inconclusive and BRCA1 expr act -14%.
Screening CCCCn1c(=O)n(-c2cc(OC)ccc2OC)c(=O)c2c3c(sc21)CN(C(C)=O)CC3 returned FLuc modulator 1% and BRCA1 expr act -25%.
Screening CCc1ccc2oc(-c3cccc(NC(=O)C(C)(C)Oc4ccc(Br)cc4)c3)nc2c1 returned FLuc modulator 2.1µM* and BRCA1 expr act 4%.
Cc1ccccc1CN1C(=O)C2(c3ccccc31)N(c1ccccc1)C(=O)CS2(=O)=O (centres undefined) was read as FLuc modulator 6% and BRCA1 expr act 17%.
`COc1ccc(Cl)cc1NC(=O)CSc1nc(-c2cccs2)cc(C(F)(F)F)n1` gave FLuc modulator -5% and BRCA1 expr act -14%.
Screening CCc1ccc(CNC(=O)CN2CCSc3ccccc32)cc1 returned FLuc modulator inconclusive and BRCA1 expr act 6%.
For O=C(c1ccc2c(Cl)c3c(nc2c1)CCCC3)N1CCN(c2ccccc2F)CC1 the results were FLuc modulator -1% and BRCA1 expr act 1%.
`CCOc1ccc(CNC(=O)Cc2ccc(NC(=O)N3CCCCc4ccccc43)cc2)cc1OC` gave FLuc modulator inconclusive and BRCA1 expr act -4%.
`COCCn1c(SCC(=O)c2ccc(OC)cc2)nc2cc(C(=O)NC3CCCC3)ccc2c1=O` gave FLuc modulator -1% and BRCA1 expr act -1%.
For CCc1ccccc1NC(=O)Cn1c(=O)n(Cc2ccc3c(c2)OCO3)c(=O)c2ccc(C(=O)NC3CCCCC3)cc21 the results were FLuc modulator 2% and BRCA1 expr act 35%.
For Cc1cccc(-c2nc(C)c(CCNC(=O)C(=O)Nc3ccc(C)c(C)c3)s2)c1 the results were FLuc modulator -3% and BRCA1 expr act 18%.
COc1ccc(NC(=O)CC2C(=O)N(c3ccccc3)C(=O)N2C2CCCCC2)cc1 (centres undefined) was read as FLuc modulator -1% and BRCA1 expr act 5%.
`CCCCN(Cc1ccccc1)C(=O)c1oc(=O)c2ccccc2c1-c1ccc(C)cc1` gave FLuc modulator -10% and BRCA1 expr act 9%.
Screening CN(C)S(=O)(=O)N(CC(=O)NCCSc1ccc(Cl)cc1)c1ccccc1 returned FLuc modulator inconclusive and BRCA1 expr act 1%.
For COc1ccc(S(=O)(=O)N(CC(=O)Nc2ccc3c(c2)OCO3)c2ccc(C)cc2)cc1 the results were FLuc modulator inconclusive and BRCA1 expr act -47%.
COc1cccc(NC(=O)CCc2nc(-c3cc(OC)c(OC)c(OC)c3)no2)c1 was read as FLuc modulator -8% and BRCA1 expr act -2%.
Screening CCOc1ccc(N(c2nc(-c3ccc(OC)c(OC)c3)no2)c2nc(-c3ccc(OC)c(OC)c3)no2)cc1 returned FLuc modulator -4% and BRCA1 expr act 0%.
`CCc1ccc(NS(=O)(=O)c2[nH]ncc2C(=O)OC)cc1` gave FLuc modulator -1% and BRCA1 expr act 15%.
CCC(=O)N1CCc2cc(Br)cc(S(=O)(=O)NCCc3ccccc3)c21 was read as FLuc modulator 1% and BRCA1 expr act -20%.
`Cc1ccccc1-c1noc(-c2ccc(N3CCCC3)c([N+](=O)[O-])c2)n1` gave FLuc modulator 13µM* and BRCA1 expr act 17%.
Screening Cc1cc(C)cc(-n2ccnc(NCCc3ccccc3)c2=O)c1 returned FLuc modulator -1% and BRCA1 expr act 0%.
O=C(Cn1c(=O)n(-c2ccccc2)c(=O)c2ccc(C(=O)NCc3ccc4c(c3)OCO4)cc21)Nc1ccc(Br)cc1F was read as FLuc modulator 2% and BRCA1 expr act -10%.
`Cc1cc(C)c2c(c1)NC(=O)C2(O)c1c[nH]c2ccccc12` (centres undefined) gave FLuc modulator -2% and BRCA1 expr act 8%.
